INS promoter inh – inhibitors of insulin promoter-driven GFP, primary screen, imaging, TRM-6 cells (human fetal islet line), eGFP reporter, cell count. reporter expression induced with tamoxifen. inhibition, % at 2 µM. hit rate 0.9% among 130,000. AID 1273, 2008;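 active = inhibition above the mean plus 3 SD, with well images judged a real hit on visual review, cut at about 60% in these data, passing the limit was not always enough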
sdo1 growth – growth rescue of sdo1-depleted yeast, primary screen, S. cerevisiae, bone marrow failure model; S. cerevisiae sdo1-depleted JHY4D growth rescue, OD600 30 h; hits give high values; pdr5 snq2 efflux-pump mutant strain; z-score at 10 µM; hit rate 0.21% among 140,000; AID 817, 2007;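 active = z-score above 3 at both the 24 hr and the 30 hr optical density reads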;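 note: z-score against mean and SD of all compound wells on the same plate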
sdo1 growth Rescue 24 h – further read-out of sdo1 growth, marked with its call; z-score; S. cerevisiae sdo1-depleted JHY4D growth rescue, OD600; measured here: growth rescue at 24 h;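 0 is the plate mean of compound wells and units are plate SD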
The depositor's hits bear a star; x = not tested or not shown.

INS promoter inh,sdo1 growth,sdo1 growth Rescue 24 h,smiles
-30.8,-0.74,-1.15,CN(C(=O)COC(=O)COc1ccc(Cl)cc1)C1CCCCC1
-168.8,0.55,0.64,CCOC(=O)C1CCCN(C(=O)c2cccs2)C1 (stereo not given)
50.0,-0.99,-0.25,COc1ccc2cc3c(N)nn(C(=O)c4ccc(Cl)c([N+](=O)[O-])c4)c3nc2c1
6.9,0.67,0.46,COc1ccccc1NC(=O)CSc1nnc(-c2ccncc2)o1
42.9,-1.23,0.68,CCOC(=O)c1c(NC(=O)c2ccccc2)sc2c1CCc1ccccc1-2
-10.0,0.32,-0.73,Cc1cc(Nc2cccc(C)c2C)n2nc(C)nc2n1
-66.7,-0.31,1.45,COc1ccc(-c2ccc3c(N)c(C(=O)c4cccc(OC)c4)sc3n2)cc1
x,-0.49,0.53,COc1ccc(C(=O)Nc2ccc3oc(-c4cccc(F)c4)nc3c2)cc1OC
48.6,-2.8,-1.31,O=C(/C(=C/c1ccc(Cl)cc1)c1nc2ccccc2[nH]1)c1cccs1
3.1,0.03,-0.03,O=C(N/N=C/c1ccco1)c1cc(Br)ccc1OCc1ccccc1
23.1,x,x,Cc1cccc(NC(=S)N2CCCC(c3nc4ccccc4[nH]3)C2)c1 (stereo not given)
-2.6,-0.03,-0.96,CC(=O)c1ccc(N2CCN(C(=O)c3ccc4c(=O)n(-c5ccccc5)c(=O)[nH]c4c3)CC2)cc1
17.6,x,x,CCC(CC)C(=O)NCc1ccc(Cl)cc1
-133.3,x,x,O=C(CSc1nc2nn(-c3ccccc3)c(=O)c-2c2n1CCCCC2)NCCCc1ccccc1
-2.9,0.03,-0.37,CCCN=C1N/C(=C\c2ccco2)C(=O)N1c1ccccc1
0.0,-1.74,-1.29,COc1cccc(N2CCN(C3CC(=O)N(c4ccc(Cl)c(Cl)c4)C3=O)CC2)c1 (stereo not given)
61.3,-0.18,-1.2,COC(=O)C1=C(C)NC2=C(C(=O)CCC2)C1c1cccs1 (stereo not given)
x,0.7,-0.02,CC(=O)OCC(=O)NCc1ccc2c(c1)OCO2
42.9,0.18,-0.12,CCOCCCNC(=O)C(NC(=O)CC1NC(=O)NC1=O)c1ccc(Cl)cc1 (stereo not given)
-16.2,-0.59,-0.12,Fc1cccc(Cl)c1CSc1nnc(COc2cccc3cccnc23)o1

Copied from the list.
`O=C(CSc1nc2nn(-c3ccccc3)c(=O)c-2c2n1CCCCC2)NCCCc1ccccc1` – INS promoter inh = -133.3
`CC(=O)c1ccc(N2CCN(C(=O)c3ccc4c(=O)n(-c5ccccc5)c(=O)[nH]c4c3)CC2)cc1` – INS promoter inh = -2.6
`Fc1cccc(Cl)c1CSc1nnc(COc2cccc3cccnc23)o1` – sdo1 growth = -0.59

Back to the main list; the 4 compounds before the break are reprinted first.
INS promoter inh,sdo1 growth,sdo1 growth Rescue 24 h,smiles
61.3,-0.18,-1.2,COC(=O)C1=C(C)NC2=C(C(=O)CCC2)C1c1cccs1 (stereo not given)
x,0.7,-0.02,CC(=O)OCC(=O)NCc1ccc2c(c1)OCO2
42.9,0.18,-0.12,CCOCCCNC(=O)C(NC(=O)CC1NC(=O)NC1=O)c1ccc(Cl)cc1 (stereo not given)
-16.2,-0.59,-0.12,Fc1cccc(Cl)c1CSc1nnc(COc2cccc3cccnc23)o1
x,0.84,2.13,O=C(Nc1nc2ccc3ccccc3c2s1)c1ccc(N2CCCCC2)c([N+](=O)[O-])c1
60.0,1.23,1.48,CCOC(=O)N1CCN(c2nnnn2-c2ccccc2)CC1
x,0.03,0.49,C/C(=N\NC(=O)c1ccccc1)c1ccc(NC(=O)c2cccs2)cc1
-16.2,0.42,0.21,COc1cc2c(cc1OC)CN(Cc1cc(=O)oc3cc(C)c(Cl)cc13)CC2
x,-0.37,-0.29,CC1(C(=O)N(CC(=O)NC2CCCC2)Cc2ccco2)CC(=O)N=C2C=CC=CN21 (stereo not given)
36.7,-0.75,-1.16,CC(=O)OCCCNc1cc(SCc2ccco2)c2nonc2c1[N+](=O)[O-]
2.3,1.6,0.12,CCn1c(=N)n(CC(=O)c2ccc(OC)cc2)c2ccccc21
7.1,x,x,COc1cc(/C=N/NC(=O)c2cccc([N+](=O)[O-])c2)cc(OC)c1O
-83.3,-1.63,-0.5,Cc1ccc(CNc2cnn(C34CC5CC(CC(C5)C3)C4)c(=O)c2Cl)cc1
15.8,0.04,-0.69,Cc1ccc(C(=O)NC(Cc2c[nH]c3ccccc23)C(=O)O)o1 (stereo not given)
x,2.03,1.39,Cc1ccc(C(=O)N/C(=C\c2cccs2)C(=O)NCCCn2ccnc2)cc1C
-41.7,1.45,2.38,COc1ccccc1N1CCN(C/C(O)=C(\C#N)c2nc(-c3ccccc3)cs2)CC1
-56.2,0.72,-0.63,Cc1ccc2c(c1)NC(=O)CC(c1ccccc1)=N2
x,0.69,0.86,Cc1ccc(NC(=O)N2CCCC2C(=O)NCCC2=CCCCC2)cc1 (stereo not given)
53.3,-1.55,0.01,COCC(C)n1c(-c2ccc3c(c2)NC(=O)CO3)csc1=Nc1ccc(OC(F)F)cc1 (stereo not given)
x,-1.38,-1.29,Cn1cccc1C(=O)OCc1csc(-c2ccccc2)n1
x,0.31,-0.01,CCOC(=O)C1=C2SCCN2C(=O)C(C#N)C1(C)C (stereo not given)
27.8,x,x,COc1ccc(N2CCN(C(c3ccc4ncccc4c3)c3nnnn3C(C)(C)C)CC2)cc1 (stereo not given)
x,1.03,0.85,CC(NC(=O)C12CC3CC(CC(C3)C1)C2)C(=O)NCCN(C)C (stereo not given)
-84.6,-0.34,0.67,CCCCOc1ccc(C(C)NC(=O)C2CCCN(S(=O)(=O)CC)C2)cc1 (stereo not given)

Record cards, from the list above.
Listed for Cc1ccc(NC(=O)N2CCCC2C(=O)NCCC2=CCCCC2)cc1 (stereo not given) → INS promoter inh = x; sdo1 growth = 0.69; sdo1 growth Rescue 24 h = 0.86
Listed for Cc1ccc2c(c1)NC(=O)CC(c1ccccc1)=N2 → INS promoter inh = -56.2; sdo1 growth = 0.72; sdo1 growth Rescue 24 h = -0.63

(continued)
INS promoter inh,sdo1 growth,sdo1 growth Rescue 24 h,smiles
-7.9,-0.94,-1.02,Cc1ccc(NC(=O)/C(C#N)=C/c2ccsc2)c(C)c1
40.7,0.18,0.02,CCOC(=O)c1csc(NC(=O)Nc2cccc(Cl)c2)n1
6.7,x,x,CC(CN1CCCCC1)C(=O)NN (stereo not given)
-34.4,1.03,0.6,CCN1CN=C(NS(=O)(=O)c2ccc(C)cc2)NC1
x,1.49,0.6,CCOCC(=O)Nc1ccc(C)c(Cl)c1
x,-1.95,-1.14,COc1ccc(OC)c(C2=Nn3c(nnc3-c3ccco3)SC2)c1
-35.5,-0.3,-0.34,COc1cc(/C=C/C(=O)C2C(=O)C=C(C)OC2=O)cc(OC)c1O (stereo not given)
x,1.3,1.6,Cc1cc(=O)[nH]c(SCC(=O)Nc2nc(-c3ccccc3)cs2)n1
-10.0,0.02,-0.65,O=C(C1CCN(S(=O)(=O)c2cccc3cccnc23)CC1)N1CCN(c2ccccc2)CC1
-4.2,0.37,0.38,CC(C)N(c1ccccc1)c1ncnc(NCCC(=O)O)c1[N+](=O)[O-]
-18.2,-0.57,-0.54,COc1ccc(NC(=O)CSc2nnc(Cc3ccccc3)o2)c(OC)c1
-18.2,x,x,CN1CC(=O)N(CC(=O)N2N=C(c3ccc(Cl)cc3)CC2c2ccco2)C1=O (stereo not given)
-80.6,-2.66,-1.92,O=C1C2ON(c3ccc(Br)cc3)C(c3cccnc3)C2C(=O)N1C1CCCCC1 (stereo not given)
-19.4,0.44,0.32,Cn1c(COc2ccccc2)nnc1SCC(=O)Nc1ccc(S(N)(=O)=O)cc1
8.8,-0.09,0.57,COc1ccccc1NS(=O)(=O)c1ccc(N/N=C(\C)C(C)C)c([N+](=O)[O-])c1
18.2,1.98,1.11,CCCCN(C(=S)NC(=O)c1cc(OC)c(OC)c(OC)c1)c1c(N)n(Cc2ccccc2)c(=O)[nH]c1=O
25.0,1.6,2.39,Cc1cc2ccccc2c(=O)[nH]1
-84.6,0.01,-0.04,CCc1cccc(C)c1NC(=S)N(Cc1cccnc1)Cc1ccco1
33.3,-1.88,-1.77,N/C(=N\OC(=O)COc1ccc(Cl)cc1Cl)c1cccnc1
-30.4,-0.25,-0.72,O=C(c1ccc(Cl)cc1)c1ccc(OCC(O)CN2CCCCC2)cc1 (stereo not given)

(listing goes on)
INS promoter inh,sdo1 growth,sdo1 growth Rescue 24 h,smiles
-22.2,x,x,CN(c1ccccc1)S(=O)(=O)c1ccc(NC(=O)c2ccco2)cc1
-25.7,-0.97,-0.86,COc1ccc(-c2noc(-c3ccccc3-c3ccccc3)n2)cc1
43.8,2.05,2.79,CC1(O)C(=O)c2ccccc2N(c2ccccc2)C1=O (stereo not given)
x,-0.35,-0.62,CCOC(=O)/C(=N\Nc1cccc(C(F)(F)F)c1)N(CCOC)CCOC
31.2,0.28,-0.77,COc1ccc(C(=O)CCC(=O)O)c(C)c1
x,-0.15,-0.25,O=S(=O)(Nc1ccc2c(c1)nc1n2CCN(Cc2ccccc2)C1)c1ccc(Cl)cc1
x,0.94,0.88,Cc1ccccc1NC(=O)CSc1ccc(-c2ccco2)nn1
-29.0,-0.26,-1.08,CCOc1ccc(C(=O)NN2C(=O)C3C4C=CC(O4)C3C2=O)cc1 (stereo not given)
-50.0,x,x,CCCNC(=O)CSc1nc2ccc(OCC)cc2s1
x,0.7,0.68,COc1cc2nc(CN3C(=O)c4ccccc4C3=O)oc(=O)c2cc1OC
x,0.06,-0.92,COc1ccc(NS(=O)(=O)c2ccc(NC(C)=O)cc2)cc1OC
7.7,0.6,0.45,Cc1ccccc1OCC(=O)OCC(=O)NCc1cccs1
-42.1,0.04,0.77,Cc1c(C(=O)NCCC2=CCCCC2)oc2ccc(S(=O)(=O)N3CCC4(CC3)OCCO4)cc12
-60.0,0.46,0.07,CC1CCCCN1CCn1cnc2c([nH]c3ccccc32)c1=O (stereo not given)
-11.1,0.29,0.14,CCNC(=O)CP(=O)(c1ccccc1)c1ccccc1
-111.1,x,x,CCc1ccccc1NC(=O)c1ccc([N+](=O)[O-])s1
x,-0.59,-1.02,Cc1cccc(-c2noc(Cc3ccccc3)n2)c1
-53.3,x,x,Cc1ccc(Nc2c(-c3ccccn3)nc3cccc(C)n23)cc1
30.2,0.39,-0.25,O=C(Nc1cccc(Cl)c1)Nc1nnc(CC2=CCCCC2)s1
45.5,0.15,-0.92,COc1ccc(C(=O)NCc2cccnc2)cc1OC

Additional structures follow:
INS promoter inh,sdo1 growth,sdo1 growth Rescue 24 h,smiles
-40.0,2.78,2.08,CN1CCN(c2ccc([N+](=O)[O-])cc2S(=O)(=O)N2CCOCC2)CC1
-19.4,-0.05,0.15,N#Cc1c(N)sc(=S)c2c1CCCC2
x,-0.09,0.42,Cc1cc(C)n2c(SC/C(O)=C(\C#N)c3nc4ccccc4[nH]3)nnc2n1
-25.0,-0.17,0.07,Cc1cccc(NC(=O)/C(=C\c2ccco2)NC(=O)c2cccs2)c1
x,0.06,-0.8,CCn1c(=O)cc(OCC(=O)NCCC(C)C)c2ccccc21
-36.4,-0.81,-0.8,Cc1cc(C)nc(N(C#N)CC(=O)N(c2ccccc2)C(C)C)n1
17.1,x,x,Cc1nc(NC2=NCN(CC3CCCO3)CN2)nc2ccccc12 (stereo not given)
0.0,x,x,CC(=O)NS(=O)(=O)c1ccc(NC(=S)NC(=O)CC(C)C)cc1
25.0,0.13,-0.14,O=C(NCc1cccnc1)C1CC(=O)N(c2ccc(F)cc2)C1 (stereo not given)
31.0,-0.64,-0.58,COc1cc(C(=S)N2CCCC2)cc(Cl)c1OCC(=O)Nc1ccc(C)cc1C
17.6,x,x,CCc1ccc(C(=O)COC(=O)[C@@H](NC(N)=O)[C@@H](C)CC)cc1
x,0.38,-0.92,CC12CCC(=O)N1C(C(=O)OCC(=O)Nc1ccc(S(N)(=O)=O)cc1)CS2 (stereo not given)
-171.4,-0.8,-0.87,CCc1cc2c(nc1CC)CCN(CC/C(C)=N/O[C@@H](C)c1cc(-c3c(C)cc(C)cc3C)no1)C2
x,-0.25,-0.35,CCCCNC(=O)c1ccc2c(OCC)n(CCCC)nc2c1
x,-0.32,-0.43,O=C(Cn1nc(-c2ccc(F)cc2)ccc1=O)Nc1ccc(C(=O)NC2CC2)cc1
34.9,-0.17,-0.11,Brc1ccc(-c2nc(-c3ccncc3)no2)o1
6.5,0.61,0.5,CCN(CC)CCCNC(=O)C1c2cc(OC)c(OC)cc2C(=O)N(C)C1c1cccs1 (stereo not given)
-54.5,-0.22,-1.06,O=C(c1ccccc1)N1CCCC(c2nc3c(nnn3Cc3ccccc3)c(=O)[nH]2)C1 (stereo not given)
-20.0,x,x,O=C(NCCC1=CCCCC1)c1cc(-c2ccccn2)nc2ccccc12
-60.0,x,x,S=C(Nc1cccc(Cl)c1)N(CCCN1CCCC1)Cc1cccn1Cc1ccc(Cl)cc1

Next records follow:
INS promoter inh,sdo1 growth,sdo1 growth Rescue 24 h,smiles
x,0.12,-0.39,COc1cccc(CC(=O)NCC2COc3ccccc3O2)c1OC (stereo not given)
-15.0,-0.99,-1.01,O=C(Nc1nc2c(s1)CCCC2)c1ccc(Br)o1
51.6,-0.01,1.28,CCCCCSc1nc2c(cnn2-c2ccccc2)c(=O)[nH]1
12.7,-1.07,0.13,Cc1csc(NC(=O)COc2ccc3c(C)cc(=O)oc3c2)n1
10.8,0.06,-0.37,O=c1cc(CSc2nnnn2-c2ccccc2)[nH]c2[nH]n(-c3ccccc3)c(=O)c12
36.1,-1.66,-0.92,Cc1cc(C(=O)N/N=C/c2ccc(O)c([N+](=O)[O-])c2)c(C)n1-c1ccc(F)cc1
0.0,-0.59,-0.46,CCCCNC(=O)C(NS(=O)(=O)c1cccc2nsnc12)c1ccccc1 (stereo not given)
-83.3,-1.9,-1.51,CCn1c(Sc2ccc(N)cc2Cl)nc2ccccc21

Source: PubChem BioAssay (several laboratories)

These rows are one share of the data. The share of hits here may be higher or lower than overall.
